cln2 rad14 – NCI yeast anticancer drug screen, S. cerevisiae cln2 rad14 strain; growth inhibition, % at 50 µM; hit rate 8.3% among 78,000;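 also: 0% = growth of vehicle-only cultures of the same strain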
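Readout is yeast growth inhibition versus vehicle-treated controls, using a strain with cln2 and rad14 alterations exposed to compound.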
mec2-1 – NCI yeast anticancer drug screen, S. cerevisiae mec2-1 strain; hit rate 9% among 79,000; growth inhibition, % at 50 µM;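 also: 0% = growth of vehicle-only cultures of the same strain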
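Vehicle-treated cultures served as reference for growth inhibition of compound-exposed mec2-1 yeast.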
bub3 – NCI yeast anticancer drug screen, S. cerevisiae bub3 mutant strain. hit rate 9.9% among 78,000. % growth inhibition at 50 µM. AID 167;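 also: 0% = growth of vehicle-only cultures of the same strain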
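Compounds were applied to a genetically altered yeast strain carrying a cell-cycle control defect. Growth inhibition was scored against vehicle-treated controls.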
yeast sgs1 mgt1 – NCI yeast anticancer drug screen, S. cerevisiae sgs1 mgt1 strain | % growth inhibition at 50 µM | hit rate 10% among 78,000 | AID 161;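 also: 0% = growth of vehicle-only cultures of the same strain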
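Yeast cells carrying a defined DNA-repair defect were exposed to test compounds. Growth inhibition was measured relative to vehicle-treated controls.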
mlh1 rad18 – NCI yeast anticancer drug screen, S. cerevisiae mlh1 rad18 strain | growth inhibition, % at 50 µM | hit rate 11% among 79,000;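 also: 0% = growth of vehicle-only cultures of the same strain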
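Cells of a genetically altered yeast strain, deficient in DNA damage repair, were treated with compound. Their growth was then compared with that of vehicle-treated cultures to give inhibition.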
rad50 – NCI yeast anticancer drug screen, S. cerevisiae rad50 strain. % growth inhibition at 50 µM. hit rate 10% among 79,000;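 also: 0% = growth of vehicle-only cultures of the same strain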
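Compounds were tested on a yeast strain with an engineered DNA damage repair alteration; the reported value is growth inhibition normalised to vehicle treatment.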
Numbers without * were called inactive; · = no result given. Rule as the data show it: active = growth inhibition above about 70%; inactive = the rest.

#1 CCOc1nc(C(=O)O)cc2ccsc12
#2 [O-][n+]1c(-c2ccccc2)c(Cl)c(-c2ccccc2)n1O
#3 O=C(Nc1ccc(Cl)cc1)Oc1ccc(Br)cc1Br
#4 Cc1nc(=S)c2cnn(-c3ccccc3)c2[nH]1
#5 O=c1c(Cl)c(Cl)cnn1CCc1ccncc1

Assay by compound	1	2	3	4	5
cln2 rad14	-48	93*	5	-57	11
mec2-1	-6	97*	-4	-21	-4
bub3	-43	98*	-3	-27	-7
yeast sgs1 mgt1	6	98*	11	-4	-20
mlh1 rad18	0	98*	13	-1	-3
rad50	1	86*	11	-15	2

#6 CCC(=O)CCc1ccc(OC)cc1
#7 Cc1cc(-n2cnc3c(N(CCO)CCO)ncnc32)ccc1[N+](=O)[O-]
#8 c1ccc(C2=Nc3ccccc3N=C3CCCC32)cc1 (centres undefined)
#9 c1ccc(CC2CC2c2ccccc2)cc1 (centres undefined)
#10 Cn1c(=O)c2[nH]c(CS(=O)(=O)Cc3nc4c([nH]3)c(=O)n(C)c(=O)n4C)nc2n(C)c1=O

Assay by compound	6	7	8	9	10
cln2 rad14	-21	-2	11	-2	-10
mec2-1	-7	-8	23	-4	-3
bub3	-12	0	21	-2	-17
yeast sgs1 mgt1	-4	-4	3	-4	-1
mlh1 rad18	-14	-6	59	-6	-6
rad50	5	10	45	2	-2

#11 C=CC(N)[Si](CC)(CC)CC (centres undefined)
#12 O=C(O)C1(c2ccccc2)CC1
#13 CCOC(=O)C(Cc1ccccc1)NC(=O)c1ccc(N=NN(C)C)cc1 (centres undefined)
#14 CCCCN(CCCC)CC(O)c1cc(-c2c(Cl)cccc2Cl)nc2c(Cl)cc(Cl)cc12 (centres undefined)
#15 CCCCC(CC)C(=O)[O][Sn]([CH2]CCC)([CH2]CCC)[O]C(=O)C(CC)CCCC (centres undefined)

Assay by compound	11	12	13	14	15
cln2 rad14	-7	2	-8	14	86*
mec2-1	22	-7	-32	55	88*
bub3	12	16	7	21	90*
yeast sgs1 mgt1	7	13	-37	55	89*
mlh1 rad18	-2	8	-30	64	89*
rad50	-6	8	-20	53	86*

#16 CCCCCCCCCCCCCSCCSCCCCCCCCCCCCC
#17 COc1ccc(C(C#N)NCCCCCCNC(C#N)c2ccc(OC)cc2)cc1 (centres undefined)
#18 CC(=O)OC1C=CC(OC(C)=O)C2C1[C@H]1C3C=CC=CC3[C@@H]2S1=O (some centres undefined)
#19 C=CC(=O)NC1CCCCC1
#20 CNc1ccc(OC)cc1

Assay by compound	16	17	18	19	20
cln2 rad14	-29	-11	-6	-9	-1
mec2-1	8	4	-36	-11	-1
bub3	7	-31	6	-7	7
yeast sgs1 mgt1	8	-11	-17	-20	-13
mlh1 rad18	-16	-24	-27	-22	3
rad50	-19	1	-37	-9	-5

#21 [Fe+2].c1cc[cH-]c1.c1ccc(-c2ccc[cH-]2)cc1
#22 O=C(Nc1ccccc1)O/N=C(/c1ccccc1)c1cccnc1
#23 CCC1=NC(C)(C)CO1
#24 c1cc(-c2cc(-c3cc(-c4ccncc4)n[nH]3)[nH]n2)ccn1
#25 O=C(OCCOC(=O)c1cccc([N+](=O)[O-])c1)c1cccc([N+](=O)[O-])c1

Assay by compound	21	22	23	24	25
cln2 rad14	17	-3	5	3	-15
mec2-1	23	-5	-52	-3	6
bub3	75*	15	-46	-14	21
yeast sgs1 mgt1	-9	13	-6	8	3
mlh1 rad18	19	6	-21	5	11
rad50	8	15	-32	9	1

#26 Cc1cc(OCCCC[N+](C)(C)Cc2ccc(Br)o2)c(C(C)C)cc1Cl
#27 COC(=O)CCCCCCCCC1CO1 (centres undefined)
#28 O=C(O)c1nn(-c2ccccc2)c2c1CSc1ccccc1-2
#29 N#CCc1ccc(/C(C#N)=C2/OC(=N)C(c3ccc(CC#N)cc3)C2=O)cc1 (centres undefined)
#30 CCNc1nncs1

Assay by compound	26	27	28	29	30
cln2 rad14	99*	7	27	-22	-23
mec2-1	100*	8	34	3	16
bub3	99*	24	17	-21	-6
yeast sgs1 mgt1	99*	32	26	-5	-15
mlh1 rad18	99*	20	13	-16	-6
rad50	99*	29	36	-10	9

#31 Cc1nnc2sc(NN)nn12
#32 c1ccc(C2OC(c3ccccc3)c3ccccc32)cc1 (centres undefined)
#33 S=C(Nc1ccc(N=Nc2ccccc2)cc1)SCc1ccc2c(c1)OCO2
#34 c1ccc(C2=NCC(c3ccccc3)(C3(c4ccccc4)SCCCS3)O2)cc1 (centres undefined)
#35 O=C(O)COc1ccc(F)c(Cl)c1

Assay by compound	31	32	33	34	35
cln2 rad14	1	-2	35	-14	-22
mec2-1	-10	-7	23	5	-15
bub3	3	24	10	-3	-15
yeast sgs1 mgt1	-7	12	51	13	2
mlh1 rad18	4	12	22	7	-4
rad50	-15	8	50	31	-26

#36 CC(=O)OCC1OC(O)C(NC(=O)C(F)(F)F)C(OC(C)=O)C1OC(C)=O (centres undefined)
#37 CN=C(C#N)c1ccc(OC)c(OC)c1
#38 CCOC(=O)c1ccc(NC(=O)Nc2ccc(OC)c([N+](=O)[O-])c2)cc1
#39 Cc1c(C)c([N+](=O)[O-])c(C(C)(C)C)c([N+](=O)[O-])c1C
#40 CCOC(=O)C1=C(C)N(NC(=O)OC)C2(N)N(NC(=O)OC)C(C)=C(C(=O)OCC)C12C#N (centres undefined)

Assay by compound	36	37	38	39	40
cln2 rad14	99*	-8	-16	-7	-6
mec2-1	100*	-13	-4	-22	-3
bub3	99*	4	18	-7	2
yeast sgs1 mgt1	100*	7	12	-2	-7
mlh1 rad18	100*	4	-5	-16	-18
rad50	100*	-7	-6	-9	-13

#41 COc1ccc(N2C(=O)CC(Cl)C2=O)cc1 (centres undefined)
#42 Nc1nc2ncn(CC(O)CO)c2c(=O)[nH]1 (centres undefined)
#43 CNC(=O)Nc1ccc(Cl)cc1C(=O)O
#44 O=C(CNC(=O)c1ccccc1)NCS(=O)(=O)O
#45 CCC12CCC(=O)C=C1CCCC2=O (centres undefined)

Assay by compound	41	42	43	44	45
cln2 rad14	97*	-10	-72	15	-34
mec2-1	99*	-39	2	-4	19
bub3	98*	-19	-14	19	-22
yeast sgs1 mgt1	96*	-23	-16	19	-1
mlh1 rad18	97*	-30	-7	11	-8
rad50	99*	-8	-26	12	-17

Five of the compounds above, with two lines to a compound:
Results follow in this order: cln2 rad14 | mec2-1 | bub3 | yeast sgs1 mgt1 | mlh1 rad18 | rad50
42	Nc1nc2ncn(CC(O)CO)c2c(=O)[nH]1 (centres undefined)
 : -10 | -39 | -19 | -23 | -30 | -8
43	CNC(=O)Nc1ccc(Cl)cc1C(=O)O
 : -72 | 2 | -14 | -16 | -7 | -26
45	CCC12CCC(=O)C=C1CCCC2=O (centres undefined)
 : -34 | 19 | -22 | -1 | -8 | -17
44	O=C(CNC(=O)c1ccccc1)NCS(=O)(=O)O
 : 15 | -4 | 19 | 19 | 11 | 12
41	COc1ccc(N2C(=O)CC(Cl)C2=O)cc1 (centres undefined)
 : 97* | 99* | 98* | 96* | 97* | 99*

Next section:
#46 Cc1cc(=O)c2c(ccc3[nH]c(-c4ccco4)nc32)[nH]1
#47 CCCCCCCCCCCc1c(O)c(=O)c2c(oc3c(=O)c(CCCCCCCCCCC)c(O)c(=O)c3n2-c2ccc(N(C)C)cc2)c1=O
#48 NS(=O)(=O)c1ccc(N=NN(CCO)CCO)cc1
#49 O=c1nc(Nc2ccccc2)ccn1C1OC(CO)C(O)C1O (centres undefined)
#50 CN(C)C(=O)Sc1ccc([N+](=O)[O-])cc1

Assay by compound	46	47	48	49	50
cln2 rad14	-5	-9	-36	12	-46
mec2-1	22	-18	-19	0	-13
bub3	33	-6	7	8	5
yeast sgs1 mgt1	-3	0	-23	0	-15
mlh1 rad18	17	-16	-37	6	-20
rad50	-1	-25	-37	-8	5

Quoted at random: 3 compounds from above
#38 CCOC(=O)c1ccc(NC(=O)Nc2ccc(OC)c([N+](=O)[O-])c2)cc1
#30 CCNc1nncs1
#4 Cc1nc(=S)c2cnn(-c3ccccc3)c2[nH]1

Assay by compound	38	30	4
cln2 rad14	-16	-23	-57
mec2-1	-4	16	-21
bub3	18	-6	-27
yeast sgs1 mgt1	12	-15	-4
mlh1 rad18	-5	-6	-1
rad50	-6	9	-15

The results go on.
#51 COC(=O)/C(C#N)=C\N(C)C
#52 COc1cc([N+](=O)[O-])c(OC)cc1Cl
#53 COC(=O)c1c2c(cc3c1CC1(Cc4cc5c(c(C(C)=O)c4C1)CCCC5)C3)CCCC2 (centres undefined)
#54 COc1cc(C#N)ccc1O
#55 Fc1ccc2c3c([nH]c2c1)CCNC3

Assay by compound	51	52	53	54	55
cln2 rad14	3	6	4	9	23
mec2-1	-6	-33	-28	-21	-19
bub3	12	-22	-7	-8	0
yeast sgs1 mgt1	8	-4	-10	-15	-1
mlh1 rad18	9	-10	-6	11	25
rad50	17	-12	2	6	-33

#56 CCC(CO)(CO)[N+](=O)[O-]
#57 S=C(NCc1ccccc1)[S][Sb]([S]C(=S)NCc1ccccc1)[c]1ccccc1
#58 O=C(/N=C1\N=Nc2nc(C3(c4nc5n(c4O)/C(=N/C(=O)Nc4ccc(Cl)cc4)N=N5)CCCC3=O)c(O)n21)Nc1ccc(Cl)cc1 (centres undefined)
#59 CC(NC(=O)NCCCl)C1CC1 (centres undefined)
#60 C=C1OC(c2ccccc2NC)=NC12CCCCC2

Assay by compound	56	57	58	59	60
cln2 rad14	5	70	-34	-12	-3
mec2-1	-2	88*	59	0	-52
bub3	17	84*	-10	-14	-15
yeast sgs1 mgt1	-20	96*	7	-5	-10
mlh1 rad18	7	97*	13	-1	-11
rad50	10	96*	17	-2	-12

#61 C/C(=N/OCCC(=O)O)C1CC1
#62 CCCCCCCCCCCCCCCCCCC(CO)CO
#63 Oc1ccccc1-c1n[nH]c(-c2ccccc2O)n1
#64 N=C1N(/N=C/c2ccccn2)C(=Nc2ccccc2)C(=S)N1c1ccccc1
#65 COc1ccc2nccc(C)c2c1

Assay by compound	61	62	63	64	65
cln2 rad14	12	-45	1	-57	-1
mec2-1	-2	-21	0	1	17
bub3	8	-10	5	-16	2
yeast sgs1 mgt1	-1	-9	9	3	-1
mlh1 rad18	-18	2	-56	-41	0
rad50	-3	-22	8	-18	-13

#66 COc1ccc(CC2OC(C)CC(C)(C)O2)cc1 (centres undefined)
#67 COc1ccc(-c2oc(C=Nc3ccccc3)c([N+](=O)[O-])c2-c2ccc(OC)c(OC)c2)cc1OC
#68 Fc1ccc(-c2sc(-c3ccsc3)cc2Cc2ccsc2)cc1
#69 ClC(=Nc1cccc2ccccc12)N(c1ccccc1)c1ccccc1
#70 N=c1c2ccccc2cc2c3ccccc3ccn12

Assay by compound	66	67	68	69	70
cln2 rad14	-56	-28	-21	4	86*
mec2-1	-12	0	-19	7	98*
bub3	-4	17	-40	7	96*
yeast sgs1 mgt1	5	21	-20	-9	98*
mlh1 rad18	37	11	-5	-4	96*
rad50	38	23	-14	-8	97*

#71 O=S(=O)(O)c1ccc2nc3n(c2c1)CCC3
#72 OC1CC2CCC1C2 (centres undefined)
#73 CCCCC1(CCO)C(=O)NC(=Nc2ccccc2)NC1=O (centres undefined)
#74 COc1cc(C(C)(C)C)c(O)c(C(C)(C)C)c1
#75 [O-][n+]1ccccc1Cl

Assay by compound	71	72	73	74	75
cln2 rad14	14	-1	-30	21	-14
mec2-1	-14	-2	-11	6	10
bub3	22	8	2	18	7
yeast sgs1 mgt1	35	4	1	9	10
mlh1 rad18	30	-3	-19	40	16
rad50	25	2	-5	46	8

Profiles from above. Order of values: cln2 rad14	mec2-1	bub3	yeast sgs1 mgt1	mlh1 rad18	rad50
`COc1ccc(N2C(=O)CC(Cl)C2=O)cc1` (centres undefined) is entered as 97*	99*	98*	96*	97*	99*
`COC(=O)c1c2c(cc3c1CC1(Cc4cc5c(c(C(C)=O)c4C1)CCCC5)C3)CCCC2` (centres undefined) is entered as 4	-28	-7	-10	-6	2

Other structures follow.
#76 CSc1ccccc1C(=S)N1CCOCC1
#77 CCOC(=O)N(/N=C\c1ccccc1)C(=O)OCC
#78 NCc1ccccc1-c1c2nc(c(-c3ccccc3CN)c3ccc([nH]3)c(-c3ccccc3CN)c3nc(c(-c4ccccc4CN)c4ccc1[nH]4)C=C3)C=C2
#79 CC(=O)Nc1cc(F)c(N=Nc2ccc([N+](=O)[O-])cc2)c(F)c1
#80 N#CCCN(CCC#N)c1ccc(/C=C(/NC(=O)c2cc([N+](=O)[O-])ccc2Cl)C(=O)N=[N+]=[N-])cc1
#81 Cc1cc(Br)c(NC(=S)SCc2ccc(Cl)cc2)cc1C
#82 CCSC1(SCC)C(=O)OC2=C(CCCCCC2)C1N(C)C (centres undefined)
#83 CCCCCCCCCCCCCCCCC(CCC)c1ccccc1 (centres undefined)

Assay by compound	76	77	78	79	80	81	82	83
cln2 rad14	·	-6	79*	-38	24	64	31	-5
mec2-1	-4	11	83*	-3	9	80*	1	8
bub3	·	-7	80*	-28	1	80*	7	-8
yeast sgs1 mgt1	·	-3	86*	22	-10	83*	-1	-4
mlh1 rad18	-12	-16	76*	-10	-7	96*	13	1
rad50	-9	3	79*	-10	-3	88*	35	-3

Compound activity deposited in PubChem BioAssay by NCI.
